Source: PubChem
H9c2 TAG inh = inhibitors of triacylglycerol accumulation. inhibition, % at 12.5 µM. hit rate 0.66% among 230,000. AID 651582. H9c2 cells, Nile Red lipid (TAG) fluorescence; cells loaded with 200 µM oleic acid;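 active = pattern-corrected inhibition of lipid staining of at least 50% with the nuclear-stain viability signal not falling by more than 50%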;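 note: 0% = DMSO wells and 100% = triacsin C control wells; some results filed as inactive read as strong as hits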
H9c2 TAG inh DAPI viability = also measured in H9c2 TAG inh; calls as there; DAPI nuclei signal change (viability), lower = more cytotoxic, %;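 whole-well DAPI fluorescence read on a plate reader as a viability signal; minus 50 percent equals half of cells still viable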
The depositor's hits bear a star; i = inactive. Not all compounds are listed; rates above refer to the full screens.

Every second line gives: H9c2 TAG inh DAPI viability, H9c2 TAG inh
O=C(CNC(=O)c1ccc(Br)cc1)OCC(=O)c1ccccc1
→ 0, 14
COC(Cc1ccccc1N1CCCC1=O)OC
→ 7, 5
Cc1ccccc1Nc1nc(N)nc(COC(=O)c2ccccc2)n1
→ -5, -3
CCn1c(SC(C)C)nnc1-c1c[nH]c2ccccc12
→ 6, 7
O=C(Nc1cccnc1)C(Cc1ccccc1)n1cccc1 (stereo unspecified)
→ -3, -10
O=C(Cc1cnc2ncnn2c1)N1CCc2c([nH]c3ccccc23)C1c1ccccc1F (stereo unspecified)
→ -3, 2
CCC(C)Sc1ccc([C@@H]2[C@@H]3C(=O)N(CC)C(=O)[C@@H]3[C@]3(C(=O)OC)CCCCN23)cc1 (stereo partly specified)
→ -4, 1
CCOC(=O)c1c(C)[nH]c(C)c1C(=O)COC(=O)COc1ccc(Cl)c(C)c1
→ -9, 7
CC(Nc1nc(-c2ccccc2O)nc2ccccc12)c1ccccc1 (stereo unspecified)
→ 0, 5
S=C1NCCc2ccc(Cl)cc2C1c1ccccc1 (stereo unspecified)
→ 1, -4

An excerpt from above in order of SMILES length, high to low.
Every second line gives: H9c2 TAG inh DAPI viability, H9c2 TAG inh
CCOC(=O)c1c(C)[nH]c(C)c1C(=O)COC(=O)COc1ccc(Cl)c(C)c1
→ -9, 7
O=C(Cc1cnc2ncnn2c1)N1CCc2c([nH]c3ccccc23)C1c1ccccc1F (stereo unspecified)
→ -3, 2
O=C(CNC(=O)c1ccc(Br)cc1)OCC(=O)c1ccccc1
→ 0, 14
O=C(Nc1cccnc1)C(Cc1ccccc1)n1cccc1 (stereo unspecified)
→ -3, -10

Next records:
Every second line gives: H9c2 TAG inh DAPI viability, H9c2 TAG inh
Cc1ccc(S(=O)(=O)CCC(=O)OCC(=O)c2cc(C)ccc2C)cc1
→ 2, -5
CNNC(=S)Nc1cccc(SC)c1
→ -10, 2
COc1cccc(C2C(C(C)=O)=C(O)C(=O)N2Cc2ccco2)c1 (stereo unspecified)
→ 2, 12
O=C(Nc1cccc(F)c1)c1cc(S(=O)(=O)N2CCOCC2)ccc1N1CCCC1
→ -2, 5
Cc1cc(Cl)ccc1OCCCC(=O)N1CCOCC1
→ -7, 7
Cc1cc(Cl)c2oc(C(=O)NC3CCC(O)CC3)c(C)c2c1 (stereo unspecified)
→ 4, 0
CCN1CCN(C(=S)NCC2CCCO2)CC1 (stereo unspecified)
→ 9, -13
c1ccc(-c2cnc(CSc3nnc4ccccn34)o2)cc1
→ 19, -42
NC(=O)C1CCN(C(=O)Cc2ccc([N+](=O)[O-])cc2)CC1
→ 2, 3
Cc1ccc(-c2nc(C(=O)NC3CCCCCC3)no2)cc1
→ 7, -10
N#Cc1c(-c2ccc(Cl)cc2)ccnc1N1CCOCC1
→ 3, 22
Cc1cc(C)c2nc(-c3ccccn3)cc(C(=O)N3CCCC3)c2c1
→ 11, -10
Cc1ccc(S(=O)(=O)NC2c3cccc4cccc(c34)C2Sc2ncccn2)cc1 (stereo unspecified)
→ 11, -3
Nn1c(SCc2ccccn2)nncc1=O
→ 3, -3
Cc1[nH]c(SCC(=O)c2c(N)n(C)c(=O)n(C)c2=O)nc1Cc1ccccc1
→ 10, 34
C[C@@H](OC(=O)c1[nH]cnc1C(=O)N1CCc2ccccc2C1)c1ccccc1
→ -3, 1
CC(C)CC1C(=O)N(Cc2cn(CCC3OCCO3)nn2)CCS(=O)(=O)N1Cc1ccc(-c2cccc(CO)c2)cc1 (stereo unspecified)
→ -9, -5
Cc1cc(C)nc(SCC(=O)Nc2cccc(S(=O)(=O)N(C)C)c2)n1
→ -3, -32
Cc1cccc(C)c1C(O)c1ncc(-c2ccccc2C(F)(F)F)[nH]1 (stereo unspecified)
→ 2, -8
Cc1cc(OC(C)C(=O)NC2CC(C)(C)NC(C)(C)C2)c2c(C)c(C)c(=O)oc2c1 (stereo unspecified)
→ 31, 34
N#Cc1c(-n2ccnc2)cccc1-n1ccnc1
→ 10, -9
N#Cc1cc(-c2ccccc2)nnc1Sc1ccc(Cl)cc1
→ 0, -3
Cc1cccc(C(O)c2ncc(-c3ccc(Cl)cc3)[nH]2)c1C (stereo unspecified)
→ -2, -20
O=C(NCCCn1ccnc1)C(=O)NCC1OCCN1S(=O)(=O)c1ccc(Br)cc1 (stereo unspecified)
→ -3, 1
CNC(C)c1ccc(S(N)(=O)=O)cc1 (stereo unspecified)
→ 3, -3
Cc1cc(C)nc(N/N=C/c2cc(C)n(CC(F)(F)F)c2C)n1
→ 1, 33
Cc1nc(Nc2ccc3c(c2)OCCO3)c2oc3ccccc3c2n1
→ 11, 10
O=C(COC(=O)/C=C/c1ccc(S(=O)(=O)N2CCOCC2)cc1)Nc1ccc(F)c(F)c1F
→ 7, -2
Cc1ccc2c(c1)CCCN2C(=O)NC1CCCCC1
→ 1, -3
COc1cccc(CNC(=O)c2ccccc2-c2ccccc2)c1
→ -2, -2
Brc1ccc(-c2csc(/N=C/N3CCCC3)n2)cc1
→ -2, 2
CC(=O)NN=C1CCC(c2ccccc2)CC1 (stereo unspecified)
→ 6, 2
COc1cc(/C=C2/C(=N)N3C(c4ccccc4)=CSC3=NC2=O)ccc1OCC(=O)O
→ 2, 7
COc1ccc(C(=O)COc2ccccc2C(=O)Nc2ccccc2)cc1
→ 10, -7
CCc1ccc(N(C2C=CS(=O)(=O)C2)S(=O)(=O)c2ccc(C)cc2)cc1 (stereo unspecified)
→ -1, -1
COc1cc(OC)cc(C(=O)NC2CCN(Cc3nnnn3Cc3ccc(F)cc3)CC2)c1
→ -3, 5
CC(C)C(Nc1ccc(C(F)(F)F)cc1[N+](=O)[O-])C(=O)O (stereo unspecified)
→ -9, 7
C[C@@H]1CCCCO[C@H](CN(C)S(=O)(=O)c2cn(C)cn2)[C@H](C)CN([C@@H](C)CO)C(=O)c2cc(NC(=O)c3ccccc3)ccc2O1
→ 6, -16
O=C(Nc1ccc(C(=O)NN2C(=O)c3ccccc3C2=O)cc1)c1ccccc1
→ 18, 1
CCn1c(COc2ccccc2Cl)nnc1SCC(=O)Nc1ncccc1C
→ -7, 2
Cc1ccc(NCc2n[nH]c(=S)n2Cc2ccccc2)cc1Cl
→ 2, -31
CCCCN(C)C1CCN(C(=S)Nc2ccc(OCC)cc2)CC1
→ 1, -5
COc1ccc(/C=N/NC(=O)c2cccnc2)cc1CN1CCCc2ccccc21
→ -2, 16
O=c1nc(-c2ccccc2)c2ccccc2[nH]1
→ 6, -3
Cc1ccc(NC(=O)CSc2nnc(-c3cccnc3)o2)c(C)c1
→ 2, 12
COc1cc(O)oc1C=Nc1ccc(Cl)cc1
→ 4, -15
Cn1c2ccccc2c(=O)c2cc(C#Cc3ccc(N)cc3)ccc21
→ 7, 2
COc1ccc(OCCSc2nc(N)cc(N)n2)cc1
→ 2, -112
COc1ccc(-c2ccc(-c3nc4ccc(C)cn4c3NC3CCCCC3)cc2OC)cc1
→ i, 25
CCN(CC)c1ccc(/C=N/NC(=O)c2ccc3nc[nH]c3c2)c(O)c1
→ -22, 35

(continued)
Every second line gives: H9c2 TAG inh DAPI viability, H9c2 TAG inh
Cc1ccccc1Nc1c(-c2ccccc2)nc2ncccn12
→ 4, 0
CS(=O)(=O)Nc1ccccc1C(=O)OCC(=O)NCc1cccs1
→ -4, -11
Cn1ccnc1SCc1cn2ccccc2n1
→ -7, 5
COC(=O)c1sccc1NC(=O)Nc1ccc(OC)cc1
→ 1, 2
C/C(=N\NC(=O)CC1N=C(Cc2ccccc2)NNC1=O)c1ccc(C)cc1 (stereo unspecified)
→ 6, 10
COc1ccc(-c2csc3ncnc(N4CCN(c5cccc(Cl)c5)CC4)c23)cc1
→ 11, -31
COc1cc(C(=O)NNC(=O)c2ccc(NC(=O)C(C)(C)C)cc2)cc(OC)c1OC
→ 11, -2
C=CC[C@H](CC(=O)N(CCO)Cc1ccccc1)C(=O)N[C@H](COC(=O)[C@@H](CC=C)CC(=O)OC(C)(C)C)Cc1c[nH]c2ccccc12
→ -4, 14
C[C@H](CO)N1C[C@H](C)[C@@H](CN(C)C(=O)NC2CCCCC2)OCc2cnnn2CCCC1=O
→ 3, -4
C[C@H]1O[C@H]1P(=O)(O)O
→ 4, -3
COCCN1C(=O)c2cc(C(=O)Nc3ccc(C)c(F)c3)ccc2C1Nc1ccc(C)c(F)c1 (stereo unspecified)
→ 3, 6
O=C(CCNc1n[nH]c(=O)[nH]c1=O)N1CCOCC1
→ 2, -10
Cc1cc(Cl)n2c(nc3ccccc32)c1C#N
→ 8, 11
O=C(OCC(=O)c1cccs1)c1ccc([N+](=O)[O-])o1
→ -6, 20
CCOC(=O)CNC(=O)C1COc2ccccc2O1 (stereo unspecified)
→ -15, 14
CC1CCCCC12NC(=O)N(CC(=O)NCc1ccccc1)C2=O (stereo unspecified)
→ 8, -1
COc1ccccc1CCNC(=O)c1cccc(NC(=O)CC2SC(N3CCCCC3)=NC2=O)c1 (stereo unspecified)
→ 5, 0
CCn1c(SCC(=O)Nc2nc3ccccc3s2)nnc1-c1ccc(OC)cc1
→ 6, -6
COc1ccc2cc(C#N)c(NC(C)C)nc2c1
→ 5, 12
CN(C(=O)COC(=O)c1cc(S(=O)(=O)N2CCCCC2)ccc1N1CCOCC1)C1CCS(=O)(=O)C1 (stereo unspecified)
→ 2, 5
CC(=O)OCC(=O)Nc1c(C)cccc1C
→ -7, 10
O=C1CCCCCN1Sc1ccccc1
→ -1, 4
CCOc1ccccc1CNCC1CCCO1 (stereo unspecified)
→ 4, 9
Cc1ccccc1CNC(=O)c1ccccc1SCC(=O)NCc1ccco1
→ -1, 8
CCN(CC)C(=O)C1CCCN(C(=O)CCn2nnnc2CN2CCOCC2)C1 (stereo unspecified)
→ 5, -1
O=C1N/C(=N/N=C/c2ccc(F)cc2)SC1c1ccccc1 (stereo unspecified)
→ 57, 5
Cc1ccnc2nc(C(=O)Nc3cc(Cl)ccc3N3CCOCC3)nn12
→ 5, 14
CCC(/C=C1\Oc2ccc(OC)cc2N1C)=C\c1sc2ccccc2[n+]1CCCS(=O)(=O)[O-]
→ -6, 5
O=C(NC1CCCCC1)N1CCc2ccccc21
→ -5, 2
CN(C)CCCOc1ccc(-c2cc3nc(NCc4cccnc4)n(C)c(=O)c3s2)cn1
→ 8, 7
Cc1ccc(NC(=O)NNC(=O)C2CCN(Cc3ccc(F)cc3Cl)CC2)cc1
→ -18, 8
Oc1c(-c2cc(-c3ccco3)[nH]n2)ccc2ccccc12
→ 1, 11
O=C(Nc1ccc(S(=O)(=O)N2CCCC2)cc1)c1ccc(CN2CCc3ccccc3C2)cc1
→ 17, -10
Clc1ccccc1OCc1nnc(-c2ccccc2Br)o1
→ 13, -23
CCCN(Cc1cc2cc(C)ccc2[nH]c1=O)S(C)(=O)=O
→ -6, 13
Cc1ccc(S(=O)(=O)NCC(=O)OCc2ccccc2Br)cc1
→ 2, 0
COc1ccc(CCNC(=O)CN2CCN(Cc3ccc(F)cc3)C2=O)cc1OC
→ -8, -12
Cc1ccccc1NC(=O)CS(=O)(=O)c1cn(CC(=O)N2CCOCC2)c2ccccc12
→ 0, 3
COc1cc(OC)cc(C2=NC3(CCC(C)CC3)NC2=S)c1 (stereo unspecified)
→ 12, -51
Nc1ccc(-c2sc(N)nc2-c2ccccc2)cc1
→ -9, 10
C=CCOc1ccc2ccccc2c1CNn1cn[nH]c1=S
→ -15, 15
CCN(CC)c1nc2cc(OC)ccc2cc1C#N
→ 10, -29
Cc1ccc(-n2cnc(=O)c3cccnc32)cc1
→ -5, 2
C#CCOCCOCCOCCNc1nc(N2CCN(C(=O)C([C@@H](C)CC)n3cc(C(N)Cc4ccc(O)cc4)nn3)CC2)nc(N2CCN(C(=O)[C@H](CCC(=O)O)n3cc(C(N)CC(C)C)nn3)CC2)n1 (stereo partly specified)
→ -3, -32
CC(C)NC(=O)CSc1nnc(-c2ccc(F)cc2)c2ccccc12
→ -4, -5
COc1ccc(/C=N/NC(=O)Cc2n[nH]c(=O)[nH]c2=O)cc1
→ 3, -1
O=C(COC(=O)C1(c2cccc(F)c2)CCCC1)NCc1cccs1
→ -3, -14
Cc1ccc(C(=O)OCC(=O)NCCc2ccccc2)cc1C
→ -5, 6
CC(C)c1ccc(CN2CCC2(C)C(=O)Nc2cnc3ccccc3c2)cc1 (stereo unspecified)
→ -7, 15
CC(O)c1nc2ccccc2n1CC(=O)N1CCN(c2ccccc2)CC1 (stereo unspecified)
→ 1, 6

Complete entries, looked up by structure. Order of values: H9c2 TAG inh DAPI viability | H9c2 TAG inh
CC(C)c1ccc(CN2CCC2(C)C(=O)Nc2cnc3ccccc3c2)cc1 (stereo unspecified) is listed with -7 | 15
C#CCOCCOCCOCCNc1nc(N2CCN(C(=O)C([C@@H](C)CC)n3cc(C(N)Cc4ccc(O)cc4)nn3)CC2)nc(N2CCN(C(=O)[C@H](CCC(=O)O)n3cc(C(N)CC(C)C)nn3)CC2)n1 (stereo partly specified) is listed with -3 | -32
CCN(CC)c1nc2cc(OC)ccc2cc1C#N is listed with 10 | -29

(further entries)
Every second line gives: H9c2 TAG inh DAPI viability, H9c2 TAG inh
COc1ccccc1Oc1ccc(S(=O)(=O)N2CCN(C)CC2)cc1
→ -1, -4
Cc1ccc(C(=O)OC(C)C(=O)Nc2ccc(S(N)(=O)=O)cc2)cc1S(=O)(=O)N1CCOCC1 (stereo unspecified)
→ 1, -22
COCCn1nnnc1C(c1ccccc1)N1CCN(Cc2ccc3c(c2)OCO3)CC1 (stereo unspecified)
→ -3, 0
CCCCCN(C(=O)CCC(=O)OCCOc1ccccc1)c1c(N)n(CCCC)c(=O)[nH]c1=O
→ -13, 9
CCc1ccc2[nH]c(O)c(N=NC3=NC(=O)CS3)c2c1
→ -2, 9
